GPR151 activ – activators of human GPR151 | Q8TDV0 | PathHunter beta-arrestin GPR151 cells, luminescence | activation, % at 11.2 µM | 650,000 tested, 1% active; in the data active = activation above about 4.9%;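 also: 0% = median of compound wells and 100% = cells with positive control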
Target sequence (Q8TDV0 whole entry, looked up): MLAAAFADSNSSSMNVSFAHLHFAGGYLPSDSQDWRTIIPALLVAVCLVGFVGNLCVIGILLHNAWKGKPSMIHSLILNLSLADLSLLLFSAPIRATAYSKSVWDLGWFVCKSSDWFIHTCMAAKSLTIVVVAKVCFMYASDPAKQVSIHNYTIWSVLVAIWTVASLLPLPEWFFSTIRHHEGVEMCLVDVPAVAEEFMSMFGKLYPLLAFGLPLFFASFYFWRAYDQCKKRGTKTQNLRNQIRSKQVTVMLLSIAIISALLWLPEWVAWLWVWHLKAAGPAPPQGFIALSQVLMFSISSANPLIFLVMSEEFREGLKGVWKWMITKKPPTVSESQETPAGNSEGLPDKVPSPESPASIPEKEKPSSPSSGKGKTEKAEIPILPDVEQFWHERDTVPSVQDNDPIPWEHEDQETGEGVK
MITF inh – inhibitors of human MITF; AID 1259374; 650,000 tested, 0.91% active; AlphaScreen MITF homodimerization, bead proximity signal; O75030; inhibition, % at 2.6 µM; in the data active = inhibition above about 50%;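 also: 0% = vehicle wells with protein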
Target sequence (O75030 whole entry, looked up): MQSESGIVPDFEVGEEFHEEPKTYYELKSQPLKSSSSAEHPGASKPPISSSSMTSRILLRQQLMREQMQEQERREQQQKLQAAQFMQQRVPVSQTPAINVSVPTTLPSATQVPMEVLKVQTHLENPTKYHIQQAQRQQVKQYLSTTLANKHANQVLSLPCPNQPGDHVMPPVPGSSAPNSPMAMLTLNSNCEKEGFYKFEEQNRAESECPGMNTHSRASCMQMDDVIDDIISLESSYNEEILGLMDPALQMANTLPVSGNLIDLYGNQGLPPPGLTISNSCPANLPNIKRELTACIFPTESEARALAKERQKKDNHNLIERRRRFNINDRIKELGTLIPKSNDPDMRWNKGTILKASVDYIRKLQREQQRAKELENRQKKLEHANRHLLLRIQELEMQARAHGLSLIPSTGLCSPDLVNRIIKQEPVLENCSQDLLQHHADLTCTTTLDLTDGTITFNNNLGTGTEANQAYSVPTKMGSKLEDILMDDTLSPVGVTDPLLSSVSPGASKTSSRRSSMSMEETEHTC
TEAD-YAP inh – TEAD-YAP interaction inhibition; HEK-TIYL cells, TEAD-Gal4/YAP UAS-luciferase luminescence; 640,000 tested, 1.4% active; inhibition, % at 9.12 µM; in the data active = inhibition above about 32%;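 also: 0% = median of test compound wells and 100% = reference inhibitor wells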
FBW7 activator – activators of human E3 ligase FBW7; Q969H0; AlphaScreen FBW7–phospho-cyclin E peptide binding, activator screen; normalized activity (activation), % at 26.1 µM; 650,000 tested, 0.13% active; AID 1259310; in the data active = normalized activity above about 1.9%;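 also: purified mutant Fbw7 with reduced substrate affinity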
* = called active by the depositor; . = not tested or not shown; & = joins results of further samples. Only part of the results is shown; rates above refer to the full screens.

SMILES	GPR151 activ	MITF inh	TEAD-YAP inh	FBW7 activator
N#CC(O[C@@H]1O[C@H](CO[C@@H]2O[C@H](CO)[C@@H](O)[C@H](O)[C@H]2O)[C@@H](O)[C@H](O)[C@H]1O)c1ccccc1 (stereo not given in full)	-2.3	-9	-4	0.0
O=C(c1ccccc1)c1c(-c2ccccc2)n(Cc2ccccc2)c2ccc(O)cc12	-0.2	10	-12	-0.3
Cc1cc(/C=C2/C(=O)NC(=O)N(Cc3ccco3)C2=O)c(C)n1-c1ccc(C(=O)O)cc1	-1.6	80*	9	0.7
Fc1ccccc1C1CC(c2cccnc2)Nc2ncnn21 (stereo not given)	-1.3	-2	-4	-0.1
COc1cc(CNCCc2ccccc2F)c([N+](=O)[O-])cc1OC	-1.4	35	-2	0.0
CC(O)(CS(=O)(=O)c1ccc(F)cc1)C(=O)Nc1ccc(C#N)c(C(F)(F)F)c1 (stereo not given)	-0.9&-0.8&-2.6	9&-5&-12	-1&5	0.1&0.2&0.1
CC1=C(C(=O)OCc2ccccc2)C2(C(=O)Nc3ccccc32)C(C(=O)OC(C)(C)C)=C(N)O1 (stereo not given)	0.6	6	14	0.1
CC(C)CC(N(C)C)C1(c2ccc(Cl)cc2)CCC1 (stereo not given)	0.4&-0.2&-1.0&1.0	-8&-13&12&5	2&-4&-6	0.1&0.0&-0.2&0.0
O=C(CC(O)C(Cl)(Cl)Cl)c1ccccc1 (stereo not given)	-0.5	-1	-5	0.0
CCNC(=O)N1CCN(Cc2cccc(Cl)n2)CC1	-0.9	-2	-6	0.0
O=C(CNC(=O)c1ccc(Br)cc1)Nc1ccc(Br)cc1C(=O)c1ccccc1	-0.3	7	-14	0.4
Cc1ccc(-n2c(C)nc3ccccc3c2=O)cc1	-0.9	11	-4	-0.1
OC(Cc1ccccc1)(Cc1ccccc1)C1CN2CCC1CC2 (stereo not given)	-0.7	3	-4	0.3
N#CC1=C(N)Oc2c(c(=O)oc3ccccc23)C1c1ccc(OC(F)(F)F)cc1 (stereo not given)	-0.6	2	0	0.1
COc1cccc(CN2CCN(C(=O)COc3cccc(C)c3)CC2)c1	0.8	57*	0	0.4
Cc1c(C(=O)c2cccc3ccccc23)c2cccc3c2n1[C@H](CN1CCOCC1)CO3	-1.4&0.5	-7&17	-3	0.2
CCCCc1nc2ccccc2c(=O)n1-c1cccc(O)c1	-0.7	3	0	-0.1
O=C1c2ccccc2C(=O)N1CC1CS1 (stereo not given)	-0.5	3	-11	0.0
OC1(c2ccc(F)cc2)CC2CCC(C1)N2Cc1nnnn1C1CCCC1 (stereo not given)	-0.7	-3	1	0.0
O=P(Oc1ccccc1)(Oc1ccccc1)C1CCS(=O)(=O)C1 (stereo not given)	-1.8	22	-5	0.7
Cc1ccc(S(=O)(=O)N2CC(=NN=C(N)N)C2)cc1	-0.9	0	2	0.1
C[C@H]1NC(=O)[C@H]2CN(Cc3cccc4cccnc34)CCN2C1=O	-0.8	-3	1	-0.2
COc1ccc(-n2c(/C=C/c3cccc(F)c3)nc3ccccc3c2=O)cc1	-0.6	2	7	-0.2
CCOC(=O)c1c(C)n(Cc2ccccc2)c2ccc(OCC(O)CN3CCCCC3)cc12 (stereo not given)	-0.5	-10	1	-0.2
CCC1(CCC(C)C)C(=O)NC(=O)NC1=O	-0.8	2	16	1.2
O=C1CCCC2=C1C(c1cccnc1)Nc1ccccc1N2 (stereo not given)	-0.3	-1	3	-0.3
CCN1C[C@]2(C)CCC(OC)[C@@]34C5C[C@@H]6CC[C@@](O)(C5C(=O)O6)[C@@H](C(O)C23)[C@@H]14 (stereo not given in full)	-0.7	-15	3	0.0
CN(C(=O)Oc1cccc([N+](=O)[O-])c1)c1ccccc1	-0.6	-12	6	-0.1
O=C(/C=C/C=C/c1ccccc1)CC1(O)C(=O)Nc2ccccc21 (stereo not given)	0.9	24	3	0.5
Nc1ccccc1C(=O)OCC(=O)N1CCc2ccccc21	-0.4	-6	-49	0.4

Random excerpt: 5 entries already listed.
SMILES	GPR151 activ	MITF inh	TEAD-YAP inh	FBW7 activator
Nc1ccccc1C(=O)OCC(=O)N1CCc2ccccc21	-0.4	-6	-49	0.4
Cc1c(C(=O)c2cccc3ccccc23)c2cccc3c2n1[C@H](CN1CCOCC1)CO3	-1.4&0.5	-7&17	-3	0.2
OC1(c2ccc(F)cc2)CC2CCC(C1)N2Cc1nnnn1C1CCCC1 (stereo not given)	-0.7	-3	1	0.0
CCC1(CCC(C)C)C(=O)NC(=O)NC1=O	-0.8	2	16	1.2
CCOC(=O)c1c(C)n(Cc2ccccc2)c2ccc(OCC(O)CN3CCCCC3)cc12 (stereo not given)	-0.5	-10	1	-0.2

Next section
SMILES	GPR151 activ	MITF inh	TEAD-YAP inh	FBW7 activator
CCc1cccc(NC(=O)CCc2nc(C3=CCN(C)CC3)no2)c1	-1.5	47	6	0.4
CCOC(=O)c1c(C)n(Cc2ccco2)c2ccc(OC)cc12	0.4	7	4	-0.1
CCOC(=O)C1=C(N)Oc2n[nH]c(-c3ccccc3)c2C12C(=O)Nc1ccccc12 (stereo not given)	0.3	15	-4	-0.3
COCCCNC(=O)c1c(N)n(Cc2ccccc2Cl)c2nc3ccccc3nc12	0.9	-1	0	0.2
CCCCN(C)C(=O)c1nc2ccccn2c1CNC(C)Cc1ncccc1C (stereo not given)	3.2	1	0	-0.1
O=C(CN1C(=O)c2ccccc2C1=O)Nc1ccc(Cl)cc1C(=O)c1ccccc1	-1.4	2	-1	0.0
N[C@H](CCCCCP(=O)(O)O)C(=O)O	0.2&-0.1	6&-9	0	0.0&-0.1
COc1ccc(C(C)=O)cc1CC(C(=O)c1ccccc1)N(C)C (stereo not given)	0.1	-6	2	-0.2
CN1CCN(c2nc3ccccc3c(=O)n2-c2ccccc2)CC1	0.9	10	4	0.2
O=c1oc2ccccc2c(O)c1C(c1ccc(-c2ccc([N+](=O)[O-])cc2)o1)c1c(O)c2ccccc2oc1=O	-0.4	4	10	-0.1
Cc1nn(-c2ccccc2)c2c1CC1(C(=O)N(C)C(=O)N(C)C1=O)C1CCCCN21 (stereo not given)	-1.8	7	-1	0.2
C[C@@H]1O[C@@H](O[C@H]2C[C@@H](O)[C@]3(CO)C4C(CC[C@]3(O)C2)[C@@]2(O)CC[C@H](C3=CC(=O)OC3)[C@@]2(C)C[C@H]4O)[C@H](O)[C@H](O)[C@H]1O (stereo not given in full)	-0.1&0.9	0&8	99*	0.0&0.3
CCOC(=O)C1(c2ccccc2)CCN(CC(=O)Nc2cccc(Br)c2)CC1	1.5	8	1	-0.1
Cc1cc(C)cc(NC(=O)C(Cl)(Cl)Cl)c1	-1.9	-5	8	0.0
COc1cccc(N2C(=O)NC(=O)/C(=C/c3cc(OC)c(O)c(OC)c3)C2=O)c1	-0.3	-4	-3	0.1
COc1ccccc1/C=C1\C(=O)N(c2ccc(Cl)cc2Cl)N=C1C	1.5	3	4	-0.1
COc1ccc(C=C2C(=O)NC(=O)NC2=O)c2ccccc12	0.7	2	1	-0.2
C[C@]12CCC(=O)C=C1CC[C@@H]1[C@@H]2C(=O)C[C@]2(C)C(=O)CC[C@@H]12	-2.0	31	.	0.0
COc1cc([N+](=O)[O-])c(Cl)cc1NC(=O)c1ccccc1Cl	-0.4	-16	-5	0.1
O=c1c2ccccc2nc(CBr)n1-c1ccc(Cl)cc1	2.5	9	9	1.4
O=C(CN1C(=O)CN=C(c2cccs2)c2c1sc1c2CCCC1)N1CCCC1	1.5	-5	6	0.0
Fc1ccccc1CN1CCN(c2ccccc2F)CC1	2.1	40	-12	0.1
CC(=O)c1ccc(NC(=O)c2cccn(Cc3ccc(F)cc3)c2=O)cc1	0.8	-7	-1	0.0
COc1cccc(C2(C#N)CCN(C)CC2)c1OC	-1.8	-1	6	-0.1
OC1(c2cccnc2)CC2CCC(C1)N2Cc1nnnn1C1CCCCC1 (stereo not given)	-0.3	0	12	0.2
O=C(c1ncoc1-c1ccc(F)cc1)N1CC2CC(C1)c1cccc(=O)n1C2 (stereo not given)	-0.1	3	5	0.9
CN=C(NS(=O)(=O)c1ccc(Cl)cc1)N1CC(c2ccccc2)C(c2ccc(Cl)cc2)=N1 (stereo not given)	-1.7	-9	.	.
CSc1ccccc1NC(=O)c1ccc(N2CC3CC(C2)c2cccc(=O)n2C3)c(N)c1 (stereo not given)	-0.7	10	4	-0.1
CCN1CCN(C(=O)Cc2c(C(=O)O)[nH]c3ccc(Cl)cc23)CC1	0.4	-10	1	0.0
COc1ccc(Br)cc1CN1CCN(C)CC1	-0.2	24	11	0.6
COc1cccc(-n2c(/C=C/c3ccc(O)cc3)nc3ccccc3c2=O)c1	0.2	2	0	0.1
Cc1ccc(C(C)(O)CNC(C)C)cc1 (stereo not given)	-1.9	6	-1	0.2
Nc1cc(N2CCNCC2)c([N+](=O)[O-])cc1Cl	0.3	10	8	-0.1
COc1ccc(N2C(=O)/C(=C/c3ccc(C)o3)C(=O)NC2=S)c(OC)c1	2.6	16	5	-0.1
COc1ccc(CN2CCN(CC(C)C)C(CCO)C2)c(C)c1C (stereo not given)	0.4	13	10	0.2
CC(=O)Nc1ccccc1C(=O)OCc1ccccc1F	0.4	-3	-8	-0.1
Cc1ccccc1CN1CCN(C(=O)COc2ccc(Cl)cc2)CC1	0.4	37	-4	-0.1
COc1ccc(C2NCCc3[nH]cnc32)c(OC)c1 (stereo not given)	1.3	-6	2	-0.3
N#Cc1ccc(NC(=O)CN2C(=O)NC3(CCCCC3)C2=O)cc1Cl	-0.4	10	7	0.0
O=C(O)CP(=O)(O)c1ccc(Cl)cc1	1.6	18	-4	0.0
O=C(COc1ccc(Br)cc1Br)Nc1ccc(Cl)cc1C(=O)c1ccccc1	1.8	0	6	0.6
COc1cccc(CCN2CCCC2)c1N	-1.2	11	0	0.1
N#CC1=C(S)N(c2ccccc2)C(c2cccnc2)NC1=O (stereo not given)	-0.9	17	6	0.5
N#CC1=C(N)Oc2c(c(=O)oc3ccccc23)C1c1ccc([N+](=O)[O-])s1 (stereo not given)	0.9	3	3	-0.2
C=CCOC(=O)C1=C(C)OC(N)=C(C#N)C12C(=O)N(CN1CCOCC1)c1ccccc12 (stereo not given)	0.8	6	6	0.0

Just MITF inh, TEAD-YAP inh and GPR151 activ, for some of the entries so far:
Molecule | MITF inh | TEAD-YAP inh | GPR151 activ
N#CC1=C(S)N(c2ccccc2)C(c2cccnc2)NC1=O (stereo not given) | 17 | 6 | -0.9
N#CC1=C(N)Oc2c(c(=O)oc3ccccc23)C1c1ccc([N+](=O)[O-])s1 (stereo not given) | 3 | 3 | 0.9

(next part)
SMILES	GPR151 activ	MITF inh	TEAD-YAP inh	FBW7 activator
NC(Cc1cc(Br)c(O)c(Br)c1)C(=O)O (stereo not given)	0.6	5	2	0.0
COc1cccc(-n2c(/C=C/c3ccccc3Cl)nc3ccccc3c2=O)c1	-2.4	3	-4	0.0
Cc1ccc(OCC(=O)Nc2ccc(Cl)cc2C(=O)c2ccccc2)c(Br)c1	-1.0	-8	0	-0.1
CC1(C)CC(=O)C2=C(C1)OC(N)=C(C(=O)OC(C)(C)C)C21C(=O)Nc2ccccc21 (stereo not given)	1.7	-1	-11	0.0
COc1cc(OC)c(OC)cc1CNCCc1ccc(OC)c(OC)c1	-0.9	37	17	0.1
Cc1ccc(N2Cc3ccccc3C2=N)cc1[N+](=O)[O-]	-1.1	-15	6	-0.2
O=c1cccc2n1CC1CC2CN(C(=S)NCCc2ccccc2)C1 (stereo not given)	1.3	-9	-1	0.3
Cc1ccc(C2=CCN(CC(=O)N(C)C3CCCCC3)CC2)o1	0.5	1	-5	-0.1
Cc1ccccc1N1C(=O)NC(=O)/C(=C\c2cc(C)n(C)c2C)C1=O	-0.1	8	-3	-0.1
Cc1cc(-n2c(/C=C/c3ccccc3)nc3ccccc3c2=O)ccc1Br	1.8	-2	3	-0.1
CCc1ccc(CN2CCN(Cc3cccc(F)c3)CC2)cc1	-0.6	75*	-12	-0.2
N#CC1=C(N)Oc2c(c(=O)oc3ccccc23)C1c1ccc([N+](=O)[O-])cc1 (stereo not given)	-0.1	5	-12	-0.3
CC12CN3CC(C)(CN(C1)C3c1c[nH]c3ccccc13)C2 (stereo not given)	-0.3	19	11	0.3
COCCOC(=O)C1=C(C)OC(N)=C(C(=O)OC)C12C(=O)N(C)c1ccccc12 (stereo not given)	0.0	4	2	0.0

Source: PubChem
